High-throughput results (PubChem BioAssay)
SRC1 TRFRET art: TR-FRET artefact, counter-screen to PPARgamma/SRC-1 agonist assay; 99,000 tested, 0.34% active; TR-FRET ratio at 8 µM; TR-FRET detection artefact counter-screen, emission ratio; hits give high values; in the data active = TR-FRET ratio above about 2300; also: inactives centre near 1800; reference of the scale not given here
SRC3 TRFRET art: TR-FRET artefact, counter-screen to PPARgamma/SRC-3 agonist assay; PPARgamma/SRC-3 format; hits give high values; TR-FRET ratio at 8 µM; 99,000 tested, 0.39% active; AID 1048; in the data active = TR-FRET ratio above about 2000; also: inactives centre near 1600; reference of the scale not given here
* = called active by the depositor. These rows are one share of the data (hit frequency here may not be typical).

cpd	Molecule	SRC1 TRFRET art	SRC3 TRFRET art
1	CCC(=O)NC(c1ccc(OC)c(OC)c1)c1cc(Cl)c2cccnc2c1O (stereo not drawn)	1751	1659
2	Nc1nnc(CC(=O)N/N=C/c2ccc(-c3ccccc3Cl)o2)s1	1924	1638
3	O=C(COC(=O)c1ccc([N+](=O)[O-])s1)Nc1ccccc1	1803	1525
4	COc1ccc2occ(C(=O)c3ccccc3)c2c1	1983	1517
5	CC(=O)NCCNC(=O)c1oc2ccccc2c1CSc1ncn[nH]1	1519	1569
6	O=C(c1ccccc1Sc1ccc([N+](=O)[O-])cc1Cl)N1CCOCC1	1919	1707
7	c1ccc(-c2csc3ncnc(N4CCc5ccccc5C4)c23)cc1	1754	1290
8	CC(=O)Nc1cc(C(=O)OCC(=O)c2ccc(C)cc2)ccc1C	1716	1432
9	Cc1ccc(C(=O)C[n+]2ccc(-c3nnc4n3CCC4)cc2)cc1	1734	1601
10	CCN(CC)CCNC(=O)c1ccc(NC(=O)c2ccc(F)cc2F)cc1	1644	1525
11	Cc1ccc(C)c(NS(=O)(=O)c2cc(C(=O)N3CCCC3)ccc2Cl)c1	1977	1496
12	O=C(O)c1ccccc1SCC(=O)N1CCc2ccccc21	1835	1478
13	COc1cccc(-c2nc3n(n2)C(c2cccs2)C(C(=O)Nc2cccnc2)=C(C)N3)c1 (stereo not drawn)	1839	1534
14	CCCC(=O)Nc1cccc(C(=O)Nc2ccccc2OCC)c1	1594	1638
15	CC(C)Cn1c(N)c(C(=O)CSc2nc3ccccc3c(=O)n2CCCN2CCOCC2)c(=O)n(C)c1=O	1871	1815
16	COCCCNC(=S)N1CCN(S(=O)(=O)c2ccc(OC)cc2)CC1	1562	1371
17	Cc1cc(NC(=O)CSc2nc3ccccc3n2CC(C)C)no1	1705	1552
18	CCC(C)[C@H](NC(=O)N1CCN(C)CC1)C(=O)OC (stereo partly drawn)	1861	1594
19	CC[C@@H](C)C(NC(=O)OC(C)(C)C)c1cn([C@@H](Cc2cc3ccccc3[nH]2)C(=O)N2CCN(C(=O)OC(C)(C)C)CC2)nn1 (stereo partly drawn)	1796	1668
20	S=C(c1ccc(-c2ccccc2)o1)N1CCCCC1	1943	1501
21	CCCOc1ccc(/C=N/Nc2ccccn2)cc1OC	1570	1479
22	CCOC(=O)C1=C(C)Nc2nc(C)nn2C1c1ccc(OCC)c(OC)c1 (stereo not drawn)	1782	1476
23	CC(C(=O)O)n1cnc2sc3c(c2c1=O)CCCC3 (stereo not drawn)	1731	1742
24	O=C(c1cc(COc2c(F)cccc2F)on1)N1CCC(c2ccccc2Cl)C1 (stereo not drawn)	1741	1421
25	CCCN(CCC)C(=O)CC(c1ccccc1)C1CCOC(C)(C)C1 (stereo not drawn)	1523	1361
26	Cc1cccc(NC(=O)Nc2nnc(-c3ccccc3)o2)c1	1900	1592
27	CS(=O)(=O)N1CCN(C(=O)Cc2ccccc2Cl)CC1	1566	1590
28	COCCNC(=S)N/N=C(\C)c1ccccc1F	1713	1366
29	COc1ccc(NC(=O)c2cccn(CC=C(C)C)c2=O)cc1	1568	1409
30	Cc1ccc(NC(=O)c2cc(=O)n(Cc3ccccc3)c(=O)[nH]2)cc1C	1944	1673

Next section, starting with the last five of the part before.
cpd	Molecule	SRC1 TRFRET art	SRC3 TRFRET art
26	Cc1cccc(NC(=O)Nc2nnc(-c3ccccc3)o2)c1	1900	1592
27	CS(=O)(=O)N1CCN(C(=O)Cc2ccccc2Cl)CC1	1566	1590
28	COCCNC(=S)N/N=C(\C)c1ccccc1F	1713	1366
29	COc1ccc(NC(=O)c2cccn(CC=C(C)C)c2=O)cc1	1568	1409
30	Cc1ccc(NC(=O)c2cc(=O)n(Cc3ccccc3)c(=O)[nH]2)cc1C	1944	1673
31	Cc1ccc(C2(CCNCc3ccc(N(C)C)cc3)CCOC(C(C)C)C2)cc1 (stereo not drawn)	2044	1653
32	O=C(NC1CCC(O)CC1)c1cc(-c2ccco2)nc2ccccc12 (stereo not drawn)	1769	1571
33	CCc1nnc(NS(=O)(=O)c2ccc(NC(=O)c3ccco3)cc2)s1	2123	1926
34	COc1cc(/C=C2\C(=O)NN(c3ccc(C)cc3)C2=O)cc([N+](=O)[O-])c1O	1938	1694
35	CN1CCC(=NNC(=O)CN(c2ccc(Oc3ccccc3)cc2)S(C)(=O)=O)CC1	1811	1640
36	Cc1cc(C)cc(N(C(=O)c2nsc(Cl)c2Cl)C(C(=O)NC2CCCC2)c2ccc(O)cc2)c1 (stereo not drawn)	1722	1585
37	O=C(CN(C(=O)c1ccc(Cl)cc1)N1C(=O)C2C3C=CC(C3)C2C1=O)c1cccs1 (stereo not drawn)	1714	1504
38	C/C(=N\NC(=O)c1ccc(CN2CCOCC2)cc1)c1cccc([N+](=O)[O-])c1	1775	1525
39	COc1cc(/C=N/Nc2ccc(Cl)c(C(=O)O)c2)ccc1OCC(=O)N1C(C)CCCC1C (stereo not drawn)	1836	1508
40	Cc1cc(C)nc(CCNC(=O)c2cc(COc3c(F)cccc3F)on2)n1	1867	1463
41	Cc1ccc(C2CC(c3cccc(Br)c3)n3nc(N)nc3N2)cc1 (stereo not drawn)	1881	1733
42	C/C(=N\NC(=O)COc1ccc(C)cc1Br)c1cc([N+](=O)[O-])cs1	1748	1701
43	CCOC(=O)C1=C(C)NC(=O)CC1c1ccccc1OC (stereo not drawn)	1741	1492
44	Cc1cccc(N(Cc2ccc(Cl)cc2)S(C)(=O)=O)c1	1918	1654
45	Cc1cc2cc(CN(CC3CCCO3)C(=S)Nc3ccccc3)c(=O)[nH]c2cc1C (stereo not drawn)	1595	1714
46	O=C(CCS(=O)(=O)Cc1ccccc1F)NCc1ccccc1Cl	1699	1666
47	CN(C(=O)CSc1nc(-c2ccccc2)c(-c2ccccc2)o1)C1CCS(=O)(=O)C1 (stereo not drawn)	1808	1430
48	O=C(O)CCCNC(=O)/C(=C\C=C\c1ccccc1)NC(=O)c1ccccc1Cl	1836	1863
49	CCOC(=O)c1c(C)[nH]c(C2=NNC(=Nc3cccc(Cl)c3)SC2)c1C	1690	1645
50	O=C(CN1CCN(S(=O)(=O)c2ccccc2)CC1)Nc1ccc([N+](=O)[O-])cc1	1800	1502
51	CC(C)CN1CCN(Cc2cccc3cccnc23)CC1CCO (stereo not drawn)	1617	1575
52	COc1ccc(NC(=O)c2c(C(F)(F)F)nn(C)c2Cl)cc1	1649	1787
53	Nc1nc2c(s1)COc1ccccc1-2	1987	1504
54	O=C(N/C(=C/c1cccc([N+](=O)[O-])c1)C(=O)N1CCCCC1)c1cccs1	1798	1626
55	COc1ccc(/C=C/C(=O)Nc2nc(C)c(C(=O)N(C)C)s2)cc1OC	1822	1606
56	Cc1[nH]n(-c2c(Cl)cc(Cl)cc2Cl)c(=O)c1C=Nc1ccc(S(=O)(=O)N2CCOCC2)cc1	1486	1556
57	O=C(c1cc(-c2ccco2)nc2ccccc12)N1CCN(c2ccc(F)cc2)CC1	1764	1467
58	COc1ccc(CCN=C(N)NS(=O)(=O)c2ccccc2)cc1OC	1910	1610
59	CNCCCOc1ccc2c(c1)CCC2	1667	1517
60	COC(=O)c1ccc(N=NNc2ccc(C(=O)OC)cc2)cc1	1789	1601

Profiles from above. Values in the order: SRC1 TRFRET art, SRC3 TRFRET art
Listed for `O=C(NC1CCC(O)CC1)c1cc(-c2ccco2)nc2ccccc12` (stereo not drawn) → 1769, 1571
Listed for `Cc1cc(C)nc(CCNC(=O)c2cc(COc3c(F)cccc3F)on2)n1` → 1867, 1463
Listed for `C/C(=N\NC(=O)COc1ccc(C)cc1Br)c1cc([N+](=O)[O-])cs1` → 1748, 1701
Listed for `O=C(O)CCCNC(=O)/C(=C\C=C\c1ccccc1)NC(=O)c1ccccc1Cl` → 1836, 1863

(continued)
cpd	Molecule	SRC1 TRFRET art	SRC3 TRFRET art
61	COc1cc(/C=C2/SC(N)=NC2=O)ccc1Oc1ccc([N+](=O)[O-])cc1[N+](=O)[O-]	1791	1468
62	Cc1cc(NC(=O)COc2c(C)cccc2C)no1	1836	1691
63	Nc1nnc(N2CCc3ccccc32)s1	1885	1841
64	CC12COC3(C(N)=O)CC1CCC32C (stereo not drawn)	1938	1623
65	C=CCn1c(CCc2cc(C(C)(C)C)c(O)c(C(C)(C)C)c2)n[nH]c1=S	1906	1749
66	Cc1ccc(S(=O)(=O)N2CCCC(C(=O)NCC(C)C)C2)cc1 (stereo not drawn)	1861	1668
67	CN(C)S(=O)(=O)c1ccc(Cl)c(NC(=O)CN2CCc3ccccc3C2)c1	2019	1710
68	C=C(C)c1cccc(C(C)(C)NC(=O)NCc2ccc(OC)cc2)c1	1618	1459
69	COc1ccc2c(c1)c(C(=O)N/N=C/c1ccc(O)c(O)c1)c(C)n2C	1746	1619
70	O=c1cc(N2CCCCC2)[nH]c(=O)n1C1CCCCC1	1625	1264
71	C#CCNC(=O)C1=C[C@@H](c2ccc(Br)cc2)C[C@@H](OCc2ccc(CO)cc2)O1	1758	1658
72	COCCn1c(SCC(=O)N2CCc3ccccc3C2)nc2cc(Cl)ccc2c1=O	1800	1448
73	O=C(C1CC1)N1CCN=C1SCc1cccc(F)c1	1661	1503
74	Cc1ccc(Nc2nc(C3CC3)cs2)cc1	1873	1550
75	COc1ccc(-c2c(=O)n(OCc3ccccc3[N+](=O)[O-])c3ccccc3[n+]2[O-])c(OC)c1	1903	1589
76	CCOc1cc(C(=O)Nc2ncn[nH]2)cc(OCC)c1OCC	1977	1631
77	COc1cc(/C=C(\C#N)c2nc3ccccc3s2)ccc1OCC(=O)Nc1ccccc1	1574	1426
78	COc1ccc(Br)cc1-c1nc(CCl)cs1	3749*	3363*
79	CC1(C)CC2(CC(c3ccccc3)c3ccc(O)cc3O2)NC(=S)N1 (stereo not drawn)	1836	1426
80	Cc1cc(C)cc(NC(=O)C(=O)NCCc2c[nH]c3ccccc23)c1	1541	1445
81	O=C(Cn1c2ccccc2c(=O)c2ccccc21)N/N=C/c1ccc(N2CCCC2)c([N+](=O)[O-])c1	1712	1634
82	O=C(O)CCCN1C(=O)/C(=C\c2ccco2)SC1=S	1757	1766
83	COc1cccc(C(=O)C2CCCN(C(=O)c3ccc(C#CC(C)(C)O)cc3)C2)c1 (stereo not drawn)	1701	1501
84	COC(=O)Cc1ccc(NC(=S)NCc2ccco2)cc1	1670	1583
85	CC(C)N(C(=S)NCc1ccccc1)c1ccccc1	1896	1724
86	O=C(O)CC1S/C(=N/N=C/c2ccc(-c3ccc(Cl)c([N+](=O)[O-])c3)o2)NC1=O (stereo not drawn)	1845	1523
87	CC(=O)c1cc(C(C)=O)c(C)nc1C	1929	1746
88	COc1ccc(N(C(=O)c2cccnc2)S(=O)(=O)c2ccccc2)cc1	1794	1425
89	O=C(/C=C/c1ccccc1[N+](=O)[O-])NCCN1C(=O)S/C(=C\c2ccc(F)cc2)C1=O	1907	1501
90	COc1ccc(OC)c(NC(=O)C2CC(=O)N(CCc3ccccc3)C2)c1 (stereo not drawn)	1728	1700

(listing goes on)
cpd	Molecule	SRC1 TRFRET art	SRC3 TRFRET art
91	O=C(Nc1ccc(N2CCCC2)cc1)c1ccc([N+](=O)[O-])cc1Cl	1755	1603
92	S=c1[nH]nc(-c2ccc(Cl)cc2)n1CCCN1CCOCC1	1651	1214
93	CCOC(=O)C(C)Oc1c(C(=O)OC)sc2ncccc12 (stereo not drawn)	1903	1462
94	CS(=O)(=O)c1ccc(C(=O)OCC(=O)NC2CCS(=O)(=O)C2)cc1[N+](=O)[O-] (stereo not drawn)	1767	1652
95	CCC(=O)c1ccc(N2CCN(C(=O)c3cc([N+](=O)[O-])ccc3F)CC2)c(F)c1	1809	1589
96	O=C1CC(c2ccco2)CC(O)=C1C=Nc1ccccc1-c1ccccc1 (stereo not drawn)	1910	1598
97	Cc1ccc(NC(=O)CCCc2nc3ccccc3s2)c(O)c1	1471	1362
98	Cc1ccc(CNC(C)(C)CO)cc1	2008	1538
99	O=[N+]([O-])c1ccc(N2CCCCC2)s1	2019	1656
100	O=c1cc(CSc2nnc(Nc3ccccc3F)s2)nc2sccn12	1719	1635
101	O=C(Nc1ccc(NS(=O)(=O)c2ccccc2)cc1)c1cccnc1	1683	1581
102	COc1ccc(CC(=O)Nc2nnc(SCC(=O)NCc3ccco3)s2)cc1OC	1527	1506
103	CC(=O)Nc1ccc(N(C(=O)CNC(=O)c2ccco2)C(C(=O)NCC2CCCO2)c2ccccc2)cc1 (stereo not drawn)	1922	1536
104	Cc1ccc(NC(=O)C(=O)NCCOc2ccccc2Cl)cc1	1698	1593
105	Cc1ccc(OCCOCCOc2ccc(Br)cc2/C=N\NC(=O)c2ccncc2)cc1	1852	1834
106	CCCc1nnc(NC(=O)Nc2ccccc2OC)s1	1588	1541
107	COc1ccccc1NC(=S)N(CCCN1CCOCC1)Cc1cn(C)c2ccccc12	1725	1584
108	O=C(C1CCN(Cc2cccs2)CC1)N1CCN(Cc2ccc3c(c2)OCO3)CC1	1591	1455
109	COc1ccccc1CC(=O)N1CCN(c2ccc([N+](=O)[O-])cc2)CC1	1694	1433
110	N#CCCN(C(=O)COc1ccc(C#N)cc1)c1ccc(F)cc1	1943	1588
111	Cc1ccc(NC(=O)C2CC(=O)N(CCc3ccccc3)C2)c(C)c1 (stereo not drawn)	1982	1476
112	O=C(CC(Nc1ccccc1Cl)C(=O)O)c1ccccc1 (stereo not drawn)	1768	1496
113	Nc1ncc(-n2cncn2)c(-c2ccc(Cl)cc2)n1	1899	1720
114	Nc1c(-c2cccc([N+](=O)[O-])c2)nc2ccccn12	2132	1653
115	O=C(NC(Cc1ccccc1)C(=O)O)/C(=C\c1ccccc1F)NC(=O)c1ccccc1 (stereo not drawn)	1643	1395
116	Cc1ccccc1NC(=O)N1CCN(C(=O)c2ccco2)CC1	1773	1545
117	COc1ccc(OC)c(-c2cc(C(=O)NCc3ccc(Cl)cc3)no2)c1	1709	1712

Along the list, as entered above.
SRC1 TRFRET art, compounds 111–114, in order: 1982, 1768, 1899, 2132
